TAG inh: inhibitors of triacylglycerol accumulation. H9c2 cells, Nile Red lipid (TAG) fluorescence; cells loaded with 200 µM oleic acid. inhibition, % at 12.5 µM. 0.66% of 230,000 active. AID 651582;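 active = pattern-corrected inhibition of lipid staining of at least 50% with the nuclear-stain viability signal not falling by more than 50%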;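 also: 0% = DMSO wells and 100% = triacsin C control wells; some results filed as inactive read as strong as hits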
TAG inh DAPI viability: recorded beside TAG inh, whose call it bears; DAPI nuclei signal change (viability), lower = more cytotoxic, %;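 whole-well DAPI fluorescence read on a plate reader as a viability signal; minus 50 percent equals half of cells still viable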
* = called active by the depositor. Some of the compounds tested, so the mix of outcomes need not match the whole.

SMILES	TAG inh	TAG inh DAPI viability
COc1ccc2[nH]c(C)c(CCNC(=S)Nc3ccccc3OC)c2c1	-5	12
CCCn1c(CN2CCCCC2C)nc2c1c(=O)n(C)c(=O)n2C (configuration not stated)	-3	2
CC(NC(=O)c1cccs1)C(S)c1ccccc1 (configuration not stated)	-11	-15
O=S(=O)(NCc1csc(-c2cccs2)n1)c1ccc(Cl)cc1	-3	4
CCOc1ccccc1NC(=O)NC1(C(=O)N2CCOCC2)CCCCC1	-12	-1
CCCCc1nc(NCCNC(=O)c2ccccc2)c(C#N)c2c1CSC(C)(C)C2	0	8
O=C(CS(=O)(=O)c1c[nH]c2ccccc12)Nc1ccc(F)cc1	8	-3
COc1cc(OC)c2c(-c3ccccc3)cc(C3CCCCC3)nc2c1	-22	13
Cc1ccc(SCC(=O)NC(C)(C)C)cc1	-1	-12
CC(C)(C)OC(=O)N1CCN(C(=O)c2[nH]cnc2C(=O)N[C@@H](Cc2ccccc2)C(=O)OCc2ccccc2)CC1	-10	0
O=C(O)c1ccsc1Cc1cccs1	2	-4
CC1(C)CC(=O)c2cc3c(N)c(C(=O)NCc4ccccc4)sc3nc2C1	38	-17
COc1ccc(NC(=O)CSc2nnc(-c3cccs3)n2-c2ccccc2)cc1	11	5
CCN1CCN(c2ccc(S(=O)(=O)N3CCCCC3)cc2NC(=O)Cc2ccccc2F)CC1	-4	1
CCN(C(=O)CN(C1=NC2CS(=O)(=O)CC2S1)c1ccc(OC)cc1)c1cccc(C)c1 (configuration not stated)	-1	6
CCOC(=O)c1c(C)oc2cc(Br)c(OCC(N)=O)cc12	19	9
Cn1c(NC(=O)Cc2cccs2)cc(=O)n(C)c1=O	-1	5
COc1ccc(-n2c(=O)/c(=C\c3cccs3)s/c2=C(/C#N)C(=O)NCCN2CCOCC2)cc1	4	1
Cc1ccc2sc(NNC(=O)C3COc4ccccc4O3)nc2c1C (configuration not stated)	-8	3
O=C(CSc1nc(-c2ccco2)cc(C(F)(F)F)n1)NN1CCOCC1	-5	-6
COC(=O)NCc1cccc(CNC(=O)OC)c1	10	3
CC(C)C1Cc2c(C#N)c(N)sc(=S)c2CO1 (configuration not stated)	-7	-4
COc1cc(O)c2c(=O)c3c(O[C@H]4O[C@@H](CO)[C@H](O)[C@@H](O)[C@@H]4O)ccc(O)c3oc2c1	9	7
COc1ccc(S(=O)(=O)Nc2cc(C)c(O)c(S(=O)(=O)c3ccccc3)c2)cc1	31	-14
CCc1ccc2[nH]c3nc(N/N=C/c4cccc(O)c4)nnc3c2c1	7	7

The listing continues.
SMILES	TAG inh	TAG inh DAPI viability
CCn1cc(C(=O)NCCCN(C)C)c(=O)c2cc(F)c(N3CCN(C)CC3)cc21	20	18
CCOc1cc(C2NC(=O)NC(O)(C(F)(F)F)C2C(=O)c2ccccc2)ccc1OC (configuration not stated)	-1	0
C=CCc1ccc(OCC(O)CN2CCCCC2C)c(OC)c1 (configuration not stated)	-29	-2
CN(C)/C=C\C(=C/C(=O)C(F)(F)F)Nc1ccccc1Oc1ccccc1	-5	1
COc1ccc([C@@H]2C[C@H]3[C@@H](CN2S(=O)(=O)c2ccccc2)C(=O)C[C@@H](c2ccccc2)N3S(=O)(=O)c2ccc(C)cc2)cc1	27	-3
O=C(NCCC(F)(F)F)C1Cc2c(-c3cccc(F)c3)ccnc2O1 (configuration not stated)	-5	5
Cc1cc(C)c(S(=O)(=O)N2CCN(C(=O)N3CCCCC3)CC2)c(C)c1	-7	3
CCC(C)(C(=O)NC1CCCCC1)N(C)C(=O)c1ccccn1 (configuration not stated)	-17	10
CC(C)(C)N(Cc1ccccc1)C(=O)COC(=O)CN1C(=O)NC2(CCCC2)C1=O	-12	0
FC(F)(F)c1ccc(NCCc2ccccc2)nc1	-4	1
CCOc1ccc(N2C(=O)/C(=C\c3ccc(OC)c(O)c3)S(=O)(=O)C2c2cccc([N+](=O)[O-])c2)cc1 (configuration not stated)	2	1
O=S1(=O)N=C(N/N=C/c2ccc(Br)o2)c2ccccc21	4	5
COc1ccc(OC)c(NC2=NC3(CCCCC3)N=C(N)N2)c1	3	-20
O=C(NC(=S)Nc1ccccn1)c1ccco1	1	10
CC(C)(C)CC(C)(C)NC(=O)/C=C/C(=O)O	5	-4
C/C(=N\Nc1nc(C)cc(C)n1)c1ccc(N2CCOCC2)cc1	2	34
COc1ccc(C(=S)N2CCN(C)CC2)cc1	0	-8
C=CCC[C@H](Cc1ccc(F)cc1)C(=O)OC[C@@H](NC(=O)[C@@H](CC=C)CC(=O)N[C@H](CO)Cc1ccccc1)C(C)(C)C	49	-18
O=C(O)CC(CC(=O)Nc1ccc2ccccc2n1)c1ccccc1 (configuration not stated)	-1	1
CC(C)[C@H](NC(=O)OCc1ccccc1)C(=O)NC(C=O)Cc1ccccc1 (some centres not stated)	4	-8
CCc1cccc(N=c2c([N+](=O)[O-])nn(-c3ccc4c(c3)OCCO4)n2O)c1	-10	1
O=C1/C(=C/c2ccccc2)CCc2ccc(Cl)nc21	-22	-4
CCOc1ccc(CCNC(=O)C2CC(=O)N(c3ccccc3OCC)C2)cc1OCC (configuration not stated)	38	-8
CCSc1ncc(/C=N/Nc2ccc([N+](=O)[O-])cc2)n1C	5	7
Cc1ccc(C2=NNC(=O)C(P(=O)(c3ccccc3)c3ccccc3)C2)cc1 (configuration not stated)	11	-7

Going on with the list.
SMILES	TAG inh	TAG inh DAPI viability
O=C(CN1CCCc2ccccc21)Nc1ccccc1[N+](=O)[O-]	-3	-3
O=S1(=O)c2cccc3cccc(c23)N1Cc1nnc(-c2ccccc2Br)o1	-27	9
O=C(NCc1ccccn1)c1ccc2ccccc2n1	-9	-1
O=C(CN1C(=O)C2CCCCC2C1=O)Nc1cccc(C(F)(F)F)c1 (configuration not stated)	1	7
CCn1c(Cc2ccc(OC)cc2)nc2ccccc21	-25	2
CCCCCC/C(=N\NS(C)(=O)=O)c1ccccc1	-3	16
CCOC(=O)Nc1cc(N)ncn1	-5	3
COC(=O)Cn1cc(C(=O)C(F)(F)F)c2ccccc21	0	6
COc1ccc(CN(C)C(=O)c2cc(-c3ccc(OC)c(OC)c3)nc3ccccc23)c(OC)c1	6	0
O=C(c1ccc(Br)cc1)N1CCC(C(=O)N2CCN(Cc3ccccc3)CC2)CC1	0	2
Cc1nnc(N(C(=O)c2cnccn2)c2ccccc2)s1	2	3
Cc1noc(C(=O)Nc2c(C)n(C)n(-c3ccccc3)c2=O)c1Cl	16	-7
CCN(CC)CCCN=Cc1c(O)n(Cc2ccccc2)c(=O)c2ccccc12	23	-5
Cc1ccccc1C1c2[nH]c3ccccc3c2CCN1CCCn1cccn1 (configuration not stated)	10	17
COCC(=O)N1C[C@H]2CON(C)[C@H]2C[C@H]1c1cccc(-c2ccccc2OC)c1	-6	0
COc1ccc(NS(=O)(=O)c2ccc(Oc3cccc(C(=O)O)c3)cc2)cc1	14	-4
CC1=NN(C)C(=O)C1Cc1c(F)cccc1Cl (configuration not stated)	-3	3
COC(=O)C(CCSC)NC(=O)CNC(=O)C1CCCCC1 (configuration not stated)	-17	-20
COc1ncnc2c1ncn2CCCNCCCN1CCCC1=O	11	-2
COCCCN1C(=O)c2ccc(C(=O)OCC(=O)NCCc3ccccc3)cc2C1=O	0	5
CCOc1ccc2oc(C(=O)O)c(C)c2c1	3	1
c1ccc(-c2nc(NC3CCCC3)c3ccccc3n2)cc1	26	-2
COC(=O)c1ccccc1NC(=S)N(C)C	-5	-1
CCN(CC)S(=O)(=O)c1ccc(N2CCOCC2)c(NC(=O)C2CCCO2)c1 (configuration not stated)	7	-4
C/C(CC(=O)Nc1cc(Cl)ccc1Cl)=N\NC(=O)c1ccco1	-4	-4

At a glance, part of the list above:
SMILES	TAG inh	TAG inh DAPI viability
O=C(CN1CCCc2ccccc21)Nc1ccccc1[N+](=O)[O-]	-3	-3
O=S1(=O)c2cccc3cccc(c23)N1Cc1nnc(-c2ccccc2Br)o1	-27	9
O=C(NCc1ccccn1)c1ccc2ccccc2n1	-9	-1
O=C(CN1C(=O)C2CCCCC2C1=O)Nc1cccc(C(F)(F)F)c1 (configuration not stated)	1	7
CCn1c(Cc2ccc(OC)cc2)nc2ccccc21	-25	2
CCCCCC/C(=N\NS(C)(=O)=O)c1ccccc1	-3	16
CCOC(=O)Nc1cc(N)ncn1	-5	3
COC(=O)Cn1cc(C(=O)C(F)(F)F)c2ccccc21	0	6
COc1ccc(CN(C)C(=O)c2cc(-c3ccc(OC)c(OC)c3)nc3ccccc23)c(OC)c1	6	0
O=C(c1ccc(Br)cc1)N1CCC(C(=O)N2CCN(Cc3ccccc3)CC2)CC1	0	2
Cc1nnc(N(C(=O)c2cnccn2)c2ccccc2)s1	2	3
Cc1noc(C(=O)Nc2c(C)n(C)n(-c3ccccc3)c2=O)c1Cl	16	-7
CCN(CC)CCCN=Cc1c(O)n(Cc2ccccc2)c(=O)c2ccccc12	23	-5
Cc1ccccc1C1c2[nH]c3ccccc3c2CCN1CCCn1cccn1 (configuration not stated)	10	17
COCC(=O)N1C[C@H]2CON(C)[C@H]2C[C@H]1c1cccc(-c2ccccc2OC)c1	-6	0
COc1ccc(NS(=O)(=O)c2ccc(Oc3cccc(C(=O)O)c3)cc2)cc1	14	-4
CC1=NN(C)C(=O)C1Cc1c(F)cccc1Cl (configuration not stated)	-3	3
COC(=O)C(CCSC)NC(=O)CNC(=O)C1CCCCC1 (configuration not stated)	-17	-20
COc1ncnc2c1ncn2CCCNCCCN1CCCC1=O	11	-2

Reprinted from above (2 entries):
SMILES	TAG inh	TAG inh DAPI viability
COc1ccc(CN(C)C(=O)c2cc(-c3ccc(OC)c(OC)c3)nc3ccccc23)c(OC)c1	6	0
O=C(c1ccc(Br)cc1)N1CCC(C(=O)N2CCN(Cc3ccccc3)CC2)CC1	0	2

The listing continues.
SMILES	TAG inh	TAG inh DAPI viability
COCC1CCN(C(=O)c2cc(COc3ccc(F)cc3Cl)on2)C1 (configuration not stated)	2	8
O=C(CNc1cccc2ccccc12)N/N=C/C=C/c1ccco1	9	-1
O=C(Nc1ccc(Br)cn1)c1ccc([N+](=O)[O-])cc1Cl	0	2
S=c1[nH]ncn1NCc1ccc(Cl)cc1Cl	-1	1
NC(Cc1ccc(F)cc1)c1csc(Nc2cc(Oc3ccccc3)ncn2)n1 (configuration not stated)	37	-17
Cc1cc(Cl)ccc1NC(=O)CCC(=O)N/N=C/c1cccnc1	-4	-2
COc1ccc(-n2sc3c(c2=S)-c2cc(OC)ccc2NC3(C)C)cc1	-6	1
COc1ccccc1CNC(=O)CCCN1C(=O)NC2(CCCC2)C1=O	0	5
O=C(NC1(C(F)(F)F)C(=O)Nc2c1c(=O)[nH]c(=O)n2Cc1ccco1)C1CC1 (configuration not stated)	15	-13
COc1ccc([C@H]2N[C@]3(CCCN(Cc4ccc(C)cc4)C3=O)[C@H]3C(=O)N(Cc4ccccc4)C(=O)[C@@H]23)cc1	-22	-2
Cc1ccsc1C(=O)NNC(=O)c1csc(N2CCOCC2)n1	-7	3
Cc1cc(NC(=O)CCS(=O)(=O)c2nc(-c3ccccc3)cc(C(F)(F)F)n2)no1	25	-14
Cc1csc(CNC(=O)C2CCC(=O)N(CCc3cccc(F)c3)C2)n1 (configuration not stated)	16	5
COc1ccc(C2C(C(=O)N3CCOCC3)c3ccccc3C(=O)N2c2ccc(OC)cc2)cc1 (configuration not stated)	10	-14
C[C@@H]1CN([C@@H](C)CO)S(=O)(=O)c2ccc(Br)cc2O[C@H]1CN(C)C(=O)C1CCCCC1	-3	-15
CCN(CC(=O)NCC(=O)Nc1ccc(Br)cc1C)Cc1ccccc1	-3	-10
COC(=O)c1ccc(NC(=O)CN(C)Cc2cccc(F)c2)cc1	-1	9
COc1ccc2c(c1)c1nnc(SCC(=O)N3C(C)CCCC3C)nc1n2C (configuration not stated)	6	-9
CCCNC(=O)C1(C)CCCN(Cc2csc(-c3ccccc3)n2)C1 (configuration not stated)	8	8
CCOC(=O)C1CCCN(Cc2nc(N)nc(Nc3ccc(C)cc3)n2)C1 (configuration not stated)	4	8
COC(=O)c1sc(-c2ccccc2)cc1NC(C)=O	0	-4
O=C(Cn1c(=O)oc2cccnc21)Nc1ccc(C(F)(F)F)cc1	-12	1
O=C(c1ccccc1)N1CCC(=O)N(C(CO)Cc2ccccc2)CC1 (configuration not stated)	-7	0
COc1cccc(C2CC(c3ccc(F)cc3)Nc3nc(N)nn32)c1 (configuration not stated)	-2	18
C=CCn1cccc(C(=O)Nc2cc(OC)ccc2OC)c1=O	9	-4

The results go on.
SMILES	TAG inh	TAG inh DAPI viability
COC(=O)[C@@]12CCCCN1[C@H](c1ccc(-c3ccc(Cl)c(Cl)c3)c(OC)c1)[C@H]1C(=O)N(C)C(=O)[C@H]12	20	-7
CCCCCCc1ccc(OCC(=O)O)cc1OCC(=O)O	16	-6
O=[N+]([O-])c1cn(Cc2ccc(Cl)cc2)cn1	-15	8
C[C@@H]1CN([C@@H](C)CO)S(=O)(=O)c2ccc(Br)cc2O[C@H]1CN(C)Cc1ccncc1	5	-6
CCOC(=O)NC(=O)/C(C#N)=N/Nc1c(F)cccc1F	-6	11
O=S(=O)(Nc1nccs1)c1cnc(Cl)c(Br)c1	-5	8
O=C(OC1C2C=CC1C1C(=O)NC21)c1ccccc1 (configuration not stated)	0	-2
O=C(N/N=C/c1ccccn1)c1ccc(Cl)cc1	-14	-8
CCCn1c(SCC(=O)NC2CC2)nnc1-c1cccs1	-2	3
COC(=O)CCC(=O)OC1(C)C(=O)C=C2C=C(C3CC3)N(Cc3ccccc3)C=C2C1=O (configuration not stated)	-13	8
CCOC(=O)C1CCCN(S(=O)(=O)c2ccc3ccccc3c2)C1 (configuration not stated)	-12	1
CN(C)C(=O)CCc1ccc2c3c([nH]c2c1)[C@]1(C)[C@@H](C(=O)N2CCCCC2)C[C@H](CC(=O)NCc2cccc(C(F)(F)F)c2)C(=O)N1CC3	1	8
CCOc1ccc(C(=O)NN2C(=S)NC(C)(C)C=C2C)cc1	-9	17
O=C(c1cc2ccccc2oc1=O)N1CCN(c2ccc(N3CCOCC3)nn2)CC1	10	-10
COc1ccc([C@@H]2[C@H]3CN(C(C)=O)CC=C3C(C#N)=C(N)C2(C#N)C#N)c2ccccc12	4	-4
CCN(Cc1ccncc1)Cc1cn[nH]c1-c1ccc(OC)cc1F	-6	4
CCOc1ccc(CNc2ncnc(N)n2)cc1	-4	-10

Screening data as filed in PubChem.
